# UBC13 inh – human UBC13 polyubiquitination inhibition | P61088 | UBC13 polyubiquitin chain formation, TR-FRET | inhibition, % at 20 µM | 330,000 tested, 0.47% active; in the data active = inhibition above about 45%, passing the limit was not always enough
# Apaf-1 inh – blocks human Apaf-1 apoptosome activity; reconstituted apoptosome caspase-3 activity, DEVD-Rh110 fluorescence; inhibition, % at 20 µM; 330,000 tested, 0.71% active; AID 489030; active = inhibition of at least 40% at 20 µM;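 note: plate controls were DMSO wells for no effect and DEVD-CHO caspase inhibitor wells for full effect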
#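 Material: cell-free apoptosome with Apaf-1, procaspase-3 and caspase-9; Buffer or medium: Hepes pH 7.5 with detergent and BSA; Reagent: cytochrome c trigger plus (Z-DEVD)2-Rh110 caspase-3 substrate; Times: compound with Apaf-1, dATP, procaspase-3 30 min, then 50 min reaction, room temperature; Technique: Rh110 fluorescence intensity.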
# SENP8 block – SENP8 protease inhibition; purified SENP8, Z-RLRGG-aminoluciferin cleavage, luminescence; 330,000 tested, 1.2% active; Q96LD8; inhibition, % at 10 µM
# Target sequence (Q96LD8 whole entry, looked up): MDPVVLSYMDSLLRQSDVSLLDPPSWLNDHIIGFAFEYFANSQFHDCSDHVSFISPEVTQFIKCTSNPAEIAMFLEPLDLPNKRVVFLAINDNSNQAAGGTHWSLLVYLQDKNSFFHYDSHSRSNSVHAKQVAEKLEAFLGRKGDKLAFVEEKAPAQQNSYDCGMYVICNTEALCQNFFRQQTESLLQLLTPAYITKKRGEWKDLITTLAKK
# Jurkat NFkB inh – lowers PMA/ionomycin-induced NF-kB signal in Jurkat cells. PMA/ionomycin-induced NF-kB luciferase reporter, luminescence. inhibition, % at 4 µM. 330,000 tested, 0.53% active. AID 435003
# 697 NFkB inh – lowers PMA/ionomycin-induced NF-kB signal in 697 B cells. 697 B-cell NF-kB luciferase reporter, 16 h. inhibition, % at 4 µM. 330,000 tested, 0.33% active. AID 435022; in the data active = inhibition above about 35%
# Gli-Sufu block – blocks Gli-Sufu signaling in a luciferase reporter; Sufu-KO-LIGHT fibroblasts, Gli luciferase reporter luminescence; inhibition, % at 5 µM; 340,000 tested, 0.74% active; AID 588413;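 active = inhibition above about 55%, limit read from the data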;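 note: 0% = DMSO-treated cells and 100% = wells with medium but no cells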
# CCR6 antagonist – blocks CCL20-driven beta-arrestin recruitment at human CCR6; P51684; CHO-K1 CCR6 PathHunter beta-arrestin, luminescence, CCL20-stimulated; inhibition, % at 20 µM; 340,000 tested, 0.49% active;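 active = compounds whose inhibition of the agonist-driven luminescence signal at 20 µM reaches about 50%, limit read from the data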;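 note: cells stimulated with CCL20 at 14 nM final; plate controls were DMSO with CCL20 for no effect and DMSO without agonist for full effect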
# Target sequence (P51684 whole entry, looked up): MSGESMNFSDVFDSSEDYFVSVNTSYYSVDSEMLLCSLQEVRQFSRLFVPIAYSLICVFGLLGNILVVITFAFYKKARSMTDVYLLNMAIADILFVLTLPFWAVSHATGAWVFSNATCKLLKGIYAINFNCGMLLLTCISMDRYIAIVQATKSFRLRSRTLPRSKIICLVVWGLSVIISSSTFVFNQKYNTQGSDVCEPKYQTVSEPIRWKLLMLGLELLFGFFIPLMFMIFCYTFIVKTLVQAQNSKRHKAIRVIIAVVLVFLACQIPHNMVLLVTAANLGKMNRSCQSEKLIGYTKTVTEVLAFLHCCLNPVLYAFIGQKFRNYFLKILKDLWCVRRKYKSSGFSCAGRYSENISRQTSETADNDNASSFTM
# EBI2 antag – antagonists of human EBI2 receptor. P32249. EBI2 beta-arrestin recruitment, luminescence, 7a,25-OHC stimulated. inhibition, % at 5 µM. 360,000 tested, 0.81% active. AID 651636; in the data active = inhibition above about 38%;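 note: enzyme fragment complementation signal reports receptor beta-arrestin coupling in cells; 0% = agonist plus DMSO wells and 100% = wells without agonist; some results beyond the cut were filed as inactive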
# Target sequence (P32249 whole entry, looked up, the tested form may be a part): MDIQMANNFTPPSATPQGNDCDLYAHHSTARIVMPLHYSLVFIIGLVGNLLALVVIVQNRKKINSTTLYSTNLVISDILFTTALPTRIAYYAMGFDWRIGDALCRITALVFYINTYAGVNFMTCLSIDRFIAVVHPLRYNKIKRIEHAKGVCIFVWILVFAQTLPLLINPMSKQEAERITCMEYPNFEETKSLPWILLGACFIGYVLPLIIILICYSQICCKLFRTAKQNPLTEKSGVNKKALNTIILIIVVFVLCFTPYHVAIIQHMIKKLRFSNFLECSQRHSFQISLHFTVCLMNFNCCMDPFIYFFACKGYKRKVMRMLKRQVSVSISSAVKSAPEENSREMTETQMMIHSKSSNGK
# Starred values were filed as active, the others as inactive; & = joins results of further samples. Cut-off read from the data, not from the text of the source, unless noted: active = inhibition above about 50%; inactive = the rest.
SMILES,UBC13 inh,Apaf-1 inh,SENP8 block,Jurkat NFkB inh,697 NFkB inh,Gli-Sufu block,CCR6 antagonist,EBI2 antag
O=C(CSC1=NCCN1)Nc1ccccc1[N+](=O)[O-],-2,-11,-4,10,1,-6,11,2
CCN(CC)c1ccc(C(=O)OCc2cc(=O)oc3cc(O)ccc23)cc1,-16,12,-9,-20,-27,6,14,9
CC(=O)Nc1sc(-c2ccccc2)nc1-c1ccccc1,-3,8,1,4,-19,-9,11,-7
CCCN(CC(=O)Nc1ccccc1C)C(=O)C1CC(=O)N(Cc2ccccc2)C1 (stereo not given),-8,4,-15,-2,7,-22,8,-1
O=C(c1ccc(Cl)cc1)N(Cc1ccco1)C1CCS(=O)(=O)C1 (stereo not given),0,-9,-3,0,14,5,-6,5
Cc1ccc(C)c2[nH]c(=O)c(CCNC(=O)c3cccs3)cc12,8,4,4,2,-3,10,11,-1
NS(=O)(=O)c1ccc(NC(=O)Cc2cccs2)cc1,-1,4,-1,-4,9,17,4,-11
COc1ccc(-n2c(Cc3cccn3C)nnc2SCC(=O)Nc2ccccc2)cc1,5,-5,3,8,3,-3,2,29
Cc1ccc(C2OCC3(CO2)COC(c2ccc(C)cc2)OC3)cc1 (stereo not given),-4,0,3,-3,19,-2,-18,-4
O=C(O)C1CSC2(c3ccc4c(c3)OCCO4)CCC(=O)N12 (stereo not given),0,-1,0,12,-1,-8,-6,-6
N#C/C(=C\c1cccc(O)c1)C(=O)N1CCCCC1,-3,-6,-14,-5,-8,-1,17,-15
COc1ccc(/C=C/C(=O)N2CCN(c3ccccn3)CC2)cc1,-3,5,-10,-4,7,2,5,93*
O=C(NNc1nc(-c2ccccc2)c2cc(Br)ccc2n1)c1ccc(S(=O)(=O)N2CCOCC2)cc1,-10,11,-9,18,-3,-5,39,23
Fc1ccc(SCCc2ccccn2)cc1,0&7,-24&-17,-4&-4,-29&-26,-57&-5,-16&4,6&7,5&2
CCn1cc(C(=O)OCC(=O)NCc2ccccc2Cl)c(=O)c2ccc(C)nc21,-9,4,-1,13,19,-17,4,-9
O=C(O)CCC1OC(=O)C(O)=C1c1ccccc1 (stereo not given),-6,-12,-3,3,2,6,9,-2
CCCn1nc(NS(C)(=O)=O)c2cc3cccc(C)c3nc21,-7,14,-3,-14,-16,-5,9,-13
Nn1c(C2CCCCC2)nc2ccccc2c1=O,-13,-16,-5,-12,-8,0,10,0
CC(C)(C)c1ccc(S(=O)(=O)NCc2ccc(C(=O)NCC3CCCO3)cc2)cc1 (stereo not given),-4,10,-2,7,11,-5,17,-11
COc1ccc(NC(=O)/C=C/c2ccc(F)cc2)cn1,2,-30,-15,-66,-42,-49,1,11
Cc1cc(NC(=O)C2CC(=O)N(c3ccccc3Cl)C2)no1 (stereo not given),4,-4,-3,27,10,-5,1,-3
CC(=O)NC1CC2CCCC(C1)N2CC(=O)N1CCCc2ccccc21 (stereo not given),0,-6,4,3,8,2,4,-1
CCCCC(CC)CNC(=O)CCCCn1c(=O)[nH]c2ccsc2c1=O (stereo not given),1,-8,2,6,-4,13,12,5
CCc1noc(C)c1C(=O)Nc1ccc(C(F)(F)F)cc1,4,2,10,18,13,-26,13,5
COc1ccc(CCNC(=O)CCC2COc3ccccc3O2)cc1OC (stereo not given),18,-17,3,20,22,4,1,-3
CCc1ccc(C(=O)N/N=C/c2cccc3ccccc23)nc1,-16,6,-6,15,-85,-50,13,-5
CCCC1CCC(C(=O)n2nc(N)c3cc4ccc(OC)cc4nc32)CC1 (stereo not given),7,3,-13,5,-4,-36,-6,1
OCCCCNCc1ccc(OCc2ccccc2Cl)cc1,15,7,-2,-25,-12,-7,1,-8
CCOC(=O)c1cnc(-c2ccccc2)nc1Oc1ccc(Cl)c(Cl)c1,0,-2,-8,8,17,11,20,20
CN1C(C)(C)c2ccccc2OS1(=O)=O,-6,2,-5,7,-11,-8,11,-9
Cc1ccc(-c2nn(-c3ccccc3)cc2CN(C)C(=O)CCC(=O)O)cc1C,-8,15,-12,-15,-5,6,9,-5
O=C(N/N=C/c1cccc(C(F)(F)F)c1)c1cc2c(s1)-c1ccccc1CC2,10,17,-4,10,4,9,-10,3
COc1ccc(NS(=O)(=O)c2ccc(OCC(=O)N3CCCC3)cc2)cc1,4,-25,-2,13,5,5,-21,7
O=C(COC(=O)/C=C/c1ccccc1F)Nc1nnc(-c2ccccc2)o1,2,0,5,9,15,-9,10,-7
O=C(Nc1cccc(-c2nc3cccnc3s2)c1)C1c2ccccc2Oc2ccccc21,-22,10,12,7,-30,4,-1,-22
C[C@@H](C(=O)N[C@@H](Cc1ccccc1)C(=O)O)n1nnc2ccccc2c1=O,-12,-11,-6,-4,21,-5,4,-9
CCOc1ccc(S(=O)(=O)N(C)CC(=O)NCc2ccc3c(c2)OCO3)cc1,5,-4,7,13,13,-2,11,-7
C1CNC(C23CC4CC(CC(C4)C2)C3)=N1,-4,-11,2,-10,-6,-22,2,-5
COc1cccc(CNC(=O)COc2cc3c(c4oc(=O)cc(C)c24)CCC(C)(C)O3)c1,24,12,3,14,3,6,4,17
COc1ccccc1NC(=O)C1(c2ccccc2)CCCC1,5,6,0,7,2,12,10,6
CCS(=O)(=O)N1CCC(C(=O)NCc2cccc(OC)c2)CC1,0,2,-1,-6,-3,22,5,4
CCCSc1ccc([C@@H]2[C@H]3C(=O)N(CC)C(=O)[C@H]3[C@]3(C(=O)OC)CCCN23)cc1OC,-4,1,6,1,14,0,2,-6
CSCCC(CO)NC(=O)OCc1ccccc1 (stereo not given),-7,10,-8,-2,-10,-1,8,1
O=C(NC(=S)Nc1cc(C(F)(F)F)ccc1N1CCOCC1)c1ccco1,4,15,-3,12,3,14,25,9
O=C(CCNC(=O)N1CC(=O)Nc2ccccc21)Nc1ccc(Cl)cc1,-4,1,-5,6,8,-73,9,0
COc1ccc(C2C(C(=O)N3CC(C)CC(C)C3)c3ccccc3C(=O)N2C)cc1 (stereo not given),6,4,1,-2,9,4,0,1
CCN(C[C@H]1N[C@@](CC)(C(=O)OC)[C@H]2C(=O)N(C)C(=O)[C@@H]12)S(=O)(=O)c1ccc(C(C)(C)C)cc1,1,5,-4,-3,5,6,-9,-6
Cc1ccccc1C1NC(=S)NC2=C1C(=O)CC(C)(C)C2 (stereo not given),-2,2,-8,-1,8,-5,8,9
N#Cc1cc([N+](=O)[O-])ccc1NC(=O)COC(=O)C1CC2CCCC(C1)C2=O (stereo not given),-7,18,-8,10,-4,-7,3,-8
CCOCCCNC(=O)C1CCC(=O)N1CCc1ccccc1 (stereo not given),4,-9,4,18,18,6,-19,7
CCOCCCNC(=O)c1c[nH]c2ccc(S(=O)(=O)Nc3cccc(OC)c3)cc2c1=O,-10,6,-7,-7,-20,-16,-3,0
CC(C)Oc1cccc(C(=O)C2CCCN(C(=O)c3ccoc3)C2)c1 (stereo not given),1,-2,3,-2,5,-2,9,9
Cc1ccc(OC(C)C(=O)N(C)Cc2ccccc2)c([N+](=O)[O-])n1 (stereo not given),6,9,4,6,32,5,18,-13
Cc1ccc(-n2c(SCC(=O)NCCC3=CCCCC3)nc3n[nH]c(C)c3c2=N)cc1Cl,0,29,-4,10,-98,11,-3,21
CCOC(=O)c1c(C)[nH]c(C(=O)COC(=O)c2ccccc2NC(=O)c2ccco2)c1C,-8,4,2,-5,-7,12,-1,37
C=CCN1C(=O)c2ccc(C(=O)N3CCN(S(=O)(=O)c4cccc(Cl)c4)CC3)cc2C1=O,0,14,-3,8,13,-3,2,4
CCOCCCNC(=O)c1cn(C)c(=O)c2cc(OC)c(OC)cc12,6,-4,-3,7,22,-3,2,-7
COc1ccc(CNC(=O)CCS(=O)(=O)c2ccc(Br)cc2)cc1,-1,6,5,13,23,3,-5,7
CN(CC(=O)NCCc1ccc(F)cc1)Cc1ccccc1,-4,10,2,-16,-22,9,7,12
COCC(C)NC(=O)c1cc2cc(OC)ccc2[nH]1 (stereo not given),9,-11,-13,13,1,1,0,-14

# New compounds follow.
SMILES,UBC13 inh,Apaf-1 inh,SENP8 block,Jurkat NFkB inh,697 NFkB inh,Gli-Sufu block,CCR6 antagonist,EBI2 antag
Cc1ccc(C(=O)c2sc3nc4c(cc3c2N)CCC4)cc1,7,-2,5,-121,-111,-74,5,7
CN(C(=O)COc1ccccc1C(=O)NCCOc1ccccc1)c1ccccc1,1,4,-3,10,-44,69*,0,-41
CN(C)c1cccc2c1c(NC(=O)Nc1ccc(Cl)cc1Cl)nn2C,0,26,1,-3,2,10,-2,22
COc1cc(CCC(=O)Nc2cccc(S(=O)(=O)N(C)C)c2)cc(OC)c1OC,-4,15,4,9,9,-1,5,-14
NC(=O)N/N=C/c1coc2ccc(O)cc2c1=O,-12,5,-17,-2,5,10,-11,-4
Cc1nc(Cl)sc1C(=O)Nc1cccc(Cl)c1C,-12,-1,-13,8,-15,1,19,-6

# Sorted by molecular weight (lowest first): part of the list above.
SMILES,UBC13 inh,Apaf-1 inh,SENP8 block,Jurkat NFkB inh,697 NFkB inh,Gli-Sufu block,CCR6 antagonist,EBI2 antag
NC(=O)N/N=C/c1coc2ccc(O)cc2c1=O,-12,5,-17,-2,5,10,-11,-4
COCC(C)NC(=O)c1cc2cc(OC)ccc2[nH]1 (stereo not given),9,-11,-13,13,1,1,0,-14
Cc1ccccc1C1NC(=S)NC2=C1C(=O)CC(C)(C)C2 (stereo not given),-2,2,-8,-1,8,-5,8,9
Cc1nc(Cl)sc1C(=O)Nc1cccc(Cl)c1C,-12,-1,-13,8,-15,1,19,-6
Cc1ccc(C(=O)c2sc3nc4c(cc3c2N)CCC4)cc1,7,-2,5,-121,-111,-74,5,7
CCOCCCNC(=O)C1CCC(=O)N1CCc1ccccc1 (stereo not given),4,-9,4,18,18,6,-19,7
CCOCCCNC(=O)c1cn(C)c(=O)c2cc(OC)c(OC)cc12,6,-4,-3,7,22,-3,2,-7
CN(C)c1cccc2c1c(NC(=O)Nc1ccc(Cl)cc1Cl)nn2C,0,26,1,-3,2,10,-2,22
N#Cc1cc([N+](=O)[O-])ccc1NC(=O)COC(=O)C1CC2CCCC(C1)C2=O (stereo not given),-7,18,-8,10,-4,-7,3,-8
CN(C(=O)COc1ccccc1C(=O)NCCOc1ccccc1)c1ccccc1,1,4,-3,10,-44,69*,0,-41
COc1ccc(CNC(=O)CCS(=O)(=O)c2ccc(Br)cc2)cc1,-1,6,5,13,23,3,-5,7
COc1cc(CCC(=O)Nc2cccc(S(=O)(=O)N(C)C)c2)cc(OC)c1OC,-4,15,4,9,9,-1,5,-14
CCOC(=O)c1c(C)[nH]c(C(=O)COC(=O)c2ccccc2NC(=O)c2ccco2)c1C,-8,4,2,-5,-7,12,-1,37
CCOCCCNC(=O)c1c[nH]c2ccc(S(=O)(=O)Nc3cccc(OC)c3)cc2c1=O,-10,6,-7,-7,-20,-16,-3,0
Cc1ccc(-n2c(SCC(=O)NCCC3=CCCCC3)nc3n[nH]c(C)c3c2=N)cc1Cl,0,29,-4,10,-98,11,-3,21
C=CCN1C(=O)c2ccc(C(=O)N3CCN(S(=O)(=O)c4cccc(Cl)c4)CC3)cc2C1=O,0,14,-3,8,13,-3,2,4

# Screens from PubChem BioAssay.

# These rows are one share of the data; rates above refer to the full screens.
